Source: PubChem BioAssay
PNC inhibitor – inhibitors of perinucleolar compartment assembly. PC3M PTB-GFP, PNC prevalence imaging, 16 h; hits give low values. activity change (PNC), negative = inhibition, % at 10 µM. hit rate 3.1% among 140,000;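 active = readout at or below -70, meaning at least 70% loss of cells showing the perinucleolar compartment, a nuclear body marking cancer cells; inconclusive = readout between -30 and a set limit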;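 note: plate controls were DMSO wells for no effect and camptothecin positive control wells for full effect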
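Compounds are pinned in duplicate onto adhered PC3M cells stably expressing GFP-tagged PTB and incubated 16 h at 37 C. Cells are then fixed, nuclei stained with Hoechst, and PNC-positive cells counted.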
ALOX12 inhib – blocks human 12-lipoxygenase activity | AID 1452 | purified 12-hLO, xylenol orange hydroperoxide absorbance | P18054 | hit rate 0.12% among 150,000 | Potency, µM (series often up to 57.1 µM), without a hit: at the top dose activity change, negative = inhibition, actives largely listed as inhibitors; note: potency is the fitted concentration of half-maximal effect; nearly all actives have a fitted effect of over 55% in size; many of its hits are not listed in these tables
Target sequence (P18054 whole entry, looked up): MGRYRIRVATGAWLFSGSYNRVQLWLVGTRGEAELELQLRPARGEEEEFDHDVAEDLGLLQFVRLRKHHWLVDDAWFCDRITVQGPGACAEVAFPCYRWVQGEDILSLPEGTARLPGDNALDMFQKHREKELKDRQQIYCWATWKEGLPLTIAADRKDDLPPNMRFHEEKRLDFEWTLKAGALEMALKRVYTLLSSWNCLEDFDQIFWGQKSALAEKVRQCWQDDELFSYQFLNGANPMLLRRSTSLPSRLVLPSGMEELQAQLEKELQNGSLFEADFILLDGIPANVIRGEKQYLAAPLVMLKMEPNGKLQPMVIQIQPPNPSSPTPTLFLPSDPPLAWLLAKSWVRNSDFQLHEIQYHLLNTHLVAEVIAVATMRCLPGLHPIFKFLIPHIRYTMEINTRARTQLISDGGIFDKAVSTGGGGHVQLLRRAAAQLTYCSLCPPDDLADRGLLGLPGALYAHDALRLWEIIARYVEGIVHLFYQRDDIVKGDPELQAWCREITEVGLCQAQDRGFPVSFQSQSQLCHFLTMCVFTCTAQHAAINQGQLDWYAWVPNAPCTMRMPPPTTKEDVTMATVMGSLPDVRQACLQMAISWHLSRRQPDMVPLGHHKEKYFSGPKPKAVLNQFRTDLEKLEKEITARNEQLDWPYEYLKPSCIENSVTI
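Hydroperoxide formation by human 12-lipoxygenase from 40 uM arachidonic acid was followed colorimetrically via ferric-xylenol orange complex, using the 573/405 nm absorbance ratio. Enzyme concentration was 150 nM, with 30 min reaction at room temperature.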
IMPase inh – cell-permeable inhibitors of inositol monophosphatase (IMPase). P97697. CHO-M1 cells, IP1 accumulation, HTRF TR-FRET ratio. inhibition (IP1 accumulation), % at 46.1 µM. 120,000 tested, under 10 active. AID 901; active = well fitted curve in the direction sought with a large enough effect in the signal ratio, not every such curve was filed as active; inconclusive = small, poorly fitted or top-dose-only effect, or a change in a side signal; inactive = no such curve, though single readings can be large or run the other way; the % refers to the signal ratio;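 note: cells stimulated with carbachol in lithium chloride buffer; plate controls were DMSO basal wells for no effect and reference inhibitor wells for full effect; higher means more IMPase inhibition seen as more IP1 and lower FRET ratio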
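Cellular IMPase inhibition is scored as a rise in cytosolic IP1, detected by competitive TR-FRET between d2-labelled IP1 and a europium anti-IP1 antibody. M1-expressing CHO cells were stimulated with carbachol for 30 min at 37C, with lithium (50 mM LiCl) present in the buffer.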
15-hLO-2 inh – inhibitors of human 15-lipoxygenase 2 (ALOX15B). O15296. purified 15hLO-2, xylenol orange hydroperoxide absorbance. Potency, µM (series often up to 57.1 µM), inactives show at the highest dose activity change, negative = inhibition, most hits filed as inhibitors. hit rate 0.56% among 110,000; note: potency is the fitted concentration of half-maximal effect; nearly all actives have a fitted effect of over 60% in size; many of its hits are not listed in these tables
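Enzyme 50 nM, AA 45 uM, 25 mM Hepes pH 7.5 + 0.01% Triton X-100; cpd preinc 15 min RT, rxn 90 min RT; stop/detect with 200 uM XO + 300 uM Fe(II) in 50 mM H2SO4, 30 min; A573/A405.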
Numbers without * were called inactive; u = inconclusive; x = no result given; [ ] = remark or other dose. Unless noted, calls come from the whole dose curve; as a rule, active = well fitted curve in the direction sought with a large enough effect; inconclusive = small, poorly fitted or top-dose-only effect, or another doubt; inactive = no such curve, though single readings can be large; an effect the other way counts as inactive or inconclusive. Unless noted, % is set by controls: 0 for no effect and ±100 for the full control effect.

PNC inhibitor,IMPase inh,ALOX12 inhib,15-hLO-2 inh,mol
u,u,0%,-7%,CCCOc1ccc(CNC(=O)Cn2c(=O)oc3ccccc32)cc1
-19,8,8%,x,Cc1ccc(Nc2nc(N)c([N+](=O)[O-])c(N3CCOCC3)n2)cc1
u,0,-3%,-5%,COCc1cc(C)nc2sc(C(=O)NC3CCCCC3)c(N)c12
u,0,-7%,-9%,CCCCC1CCC(/C(N)=N/O)CC1 (stereo not drawn)
13,1,-1%,9%,CCCCCCNC(=O)C(C(=O)OCC)C1CCCCC1 (stereo not drawn)
28,-1,6%,-5%,Cc1ccc(-n2c(COc3c(C)cccc3C)nnc2SCC(=O)Nc2nccs2)cc1
u,-6,-7%,13%,COC(=O)c1[nH]c2cccc(Cl)c2c1NC(=O)CN(C)C1CCCCC1
-29,15,-3%,4%,Cc1ccccc1S(=O)(=O)c1c(C)cc(C)n(CC(C)C)c1=O
u,11,-8%,-7%,c1ccc(-c2nc(CSc3nnc(-c4cccs4)o3)cs2)cc1
45,6,-6%,-4%,O=C(Nn1nnnc1Nc1ccccc1)C12CC3CC(CC(C3)C1)C2

Later entries.
PNC inhibitor,IMPase inh,ALOX12 inhib,15-hLO-2 inh,mol
-90*,-3,-8%,-1%,CC(C)C1C2=C(CC(C)(C)CC2=O)ON1c1ccccc1 (stereo not drawn)
u,2,10%,u,O=C(c1ccc(Br)o1)N1CCN(c2ccccn2)CC1
19,4,2%,x,CCCCCn1c(CN2CCCCC2C)nc2c1c(=O)n(C)c(=O)n2C (stereo not drawn)
-20,1,-3%,0%,Cn1c(=O)c2c(nc(N3CCCC3)n2CC(O)CO)n(C)c1=O (stereo not drawn)
20,0,-4%,17%,CCCCNC(=O)Nc1cc(C(=O)OC)ccc1C
x,x,1%[11.4 µM],-4%[11.4 µM],COc1ccc(C(=O)N/N=C2/C(=O)c3c(C)cc(C)cc3CC2(C)C)cc1
7,x,1%,x,O=C(/C=C/c1cccs1)Nc1ccncc1
2,0,-1%,-7%,Cc1cc(/C=C2\C(=N)N3C(SCc4ccccc4)=NSC3=NC2=O)c(C)n1Cc1ccccc1
-20,-7,12%,6%,CC(C)C(NC=C1C(=O)OC(C)(C)OC1=O)C(=O)O (stereo not drawn)
13,4,-8%,12%,CCOc1ccc(/C=C/C2=Cc3c(sc(NC(=O)CSc4n[nH]c(N)n4)c3C#N)C(C)(C)C2)cc1

For convenience, part of the list above.
PNC inhibitor,IMPase inh,ALOX12 inhib,15-hLO-2 inh,mol
u,u,0%,-7%,CCCOc1ccc(CNC(=O)Cn2c(=O)oc3ccccc32)cc1
-19,8,8%,x,Cc1ccc(Nc2nc(N)c([N+](=O)[O-])c(N3CCOCC3)n2)cc1

Continuation.
PNC inhibitor,IMPase inh,ALOX12 inhib,15-hLO-2 inh,mol
-15,-11,-5%,-13%,CCOC(=O)c1c(C)[nH]c(C(=O)COc2ccc3c(c2)OCO3)c1C
21,1,-4%,-12%,Cc1cc(C(=O)N2CCN(c3ccccc3)CC2)c(C)o1
59,x,-4%,x,O=C(N/N=C/c1ccccn1)c1ccc(Br)cc1
60,-6,8%,x,Cn1c(-c2cc3ccc(OC(=O)C(C)(C)C)cc3oc2=O)nc2ccccc21
x,x,3%,4%,CCCNC(C)C(=O)Nc1ccccc1C (stereo not drawn)
13,5,u,16µM*,Cc1ccc(CNc2ccc(N3CCOCC3)cc2)s1
-20,4,-2%,-6%,CNc1nc(C)cc(C)c1S(=O)(=O)c1ccc(Cl)cc1
-6,6,u,-17%,COc1cc(CNc2cccc(F)c2)cc(Br)c1O
u,-21,-4%,3%,COc1ccc(CN(Cc2nc3ccccc3c(=O)[nH]2)C(=O)NC2CCCCC2)cc1
-4,-10,-14%,x,COc1ccc(/C=C2/C(=O)N(c3nc4ccccc4s3)N=C2CSc2ccc(Cl)cc2)cc1

(list continues)
PNC inhibitor,IMPase inh,ALOX12 inhib,15-hLO-2 inh,mol
20,1,-5%,-7%,O=C(CN1CCN(C(=O)N2CCOCC2)CC1)Nc1ccc(Br)cc1
14,-1,-10%,-5%,COc1ccc(NC(=O)c2ccco2)cc1NC(=O)c1ccc(C)cc1
x,x,2%,15%,COc1ccccc1CNc1ncncc1-c1ccccc1CN(C)C
-8,-5[1.84 µM],-3%,9%[11.4 µM],Cc1ccc(CN(C(=O)CNC(=O)c2cccs2)C(C(=O)NCC2CCCO2)c2ccccc2)cc1 (stereo not drawn)
-14,8,-7%,5%,CCOC(=O)C1=C(CNCc2ccccc2Cl)NC(=O)NC1c1ccc2c(c1)OCO2 (stereo not drawn)
-1,4,-1%,-2%,Cc1ccc(C(=O)c2cncc(Br)c2)cc1
24,-12,-2%,-29%,CCOc1ccc(NC(=O)CSC(N)=O)cc1
-1,-15,-5%,1%,CCn1c(=O)cc(SCC(=O)N2CCN(c3ccccc3OC)CC2)c2ccccc21
30,0,-2%,-2%,COCCNC(=O)c1cc2c3ccccc3n(C)c2s1
x,x,-20%,14%,c1csc(CNc2ncnc3ccc(-c4ccc5c(c4)OCO5)cc23)c1

Going on with the list:
PNC inhibitor,IMPase inh,ALOX12 inhib,15-hLO-2 inh,mol
-6,12,-3%,5%,O=C(Cn1nc(-c2ccccc2)ccc1=O)NCc1ccc2c(c1)OCO2
10,17,0%,8%[2.29 µM],COc1ccc2[nH]c(=O)c(CN(CC3CCCO3)C(=O)Nc3ccc(F)cc3)cc2c1 (stereo not drawn)
x,x,0%,-2%,COC(=O)c1ccc(C23CC4(C2)[C@H](CN(Cc2ccc(C(F)(F)F)cc2)[C@@H]4c2ccccc2)C3c2ccccc2)cc1 (stereo partly drawn)
u,-9,-4%,2%,COc1ccc(S(=O)(=O)N(C)CC(=O)Nc2ccc3c(c2)OCO3)cc1
5,1,-12%,9%,CC(C)Oc1ccc(/C=N/NC(=O)C2CCCN2S(=O)(=O)c2ccc(Cl)cc2)cc1 (stereo not drawn)
-23,x,1%,x,Nn1c(Cc2cccc3ccccc23)nnc1SCCOc1ccc(F)cc1
-1,x,3%,x,CCOc1ccccc1CNC(=O)c1nn(CC)cc1[N+](=O)[O-]
16,-14,5%,x,NS(=O)(=O)c1ccc(NC(=O)N[C@@H](Cc2ccccc2)C(=O)O)cc1
-102*,-6,4%,7%,COC(=O)Nc1nc(-c2ccccc2)c(C(=O)c2ccc(Cl)cc2)s1
47,-1,-2%,x,OCC1CCCN(C(=S)Nc2ccc(OC(F)F)cc2)C1 (stereo not drawn)
x,x,-5%[0.00818 µM],-9%[0.0915 µM],O=C1OCCN1C(=O)[C@H]1[C@H](c2ccc(Cl)cc2)C(c2ccccc2)=NN1c1ccc(Br)cc1
68,x,0%,x,Cc1nc2ccc(Cl)cc2c(-c2ccccc2)c1CC(=O)O

Gathered by group, those above with four or more nitrogen atoms
PNC inhibitor,IMPase inh,ALOX12 inhib,15-hLO-2 inh,mol
-19,8,8%,x,Cc1ccc(Nc2nc(N)c([N+](=O)[O-])c(N3CCOCC3)n2)cc1
28,-1,6%,-5%,Cc1ccc(-n2c(COc3c(C)cccc3C)nnc2SCC(=O)Nc2nccs2)cc1
45,6,-6%,-4%,O=C(Nn1nnnc1Nc1ccccc1)C12CC3CC(CC(C3)C1)C2
19,4,2%,x,CCCCCn1c(CN2CCCCC2C)nc2c1c(=O)n(C)c(=O)n2C (stereo not drawn)
-20,1,-3%,0%,Cn1c(=O)c2c(nc(N3CCCC3)n2CC(O)CO)n(C)c1=O (stereo not drawn)
2,0,-1%,-7%,Cc1cc(/C=C2\C(=N)N3C(SCc4ccccc4)=NSC3=NC2=O)c(C)n1Cc1ccccc1
13,4,-8%,12%,CCOc1ccc(/C=C/C2=Cc3c(sc(NC(=O)CSc4n[nH]c(N)n4)c3C#N)C(C)(C)C2)cc1
u,-21,-4%,3%,COc1ccc(CN(Cc2nc3ccccc3c(=O)[nH]2)C(=O)NC2CCCCC2)cc1
20,1,-5%,-7%,O=C(CN1CCN(C(=O)N2CCOCC2)CC1)Nc1ccc(Br)cc1
x,x,2%,15%,COc1ccccc1CNc1ncncc1-c1ccccc1CN(C)C
-23,x,1%,x,Nn1c(Cc2cccc3ccccc23)nnc1SCCOc1ccc(F)cc1
-1,x,3%,x,CCOc1ccccc1CNC(=O)c1nn(CC)cc1[N+](=O)[O-]

This is a subset (hit frequency here may not be typical).
